Assay outcomes as filed in PubChem.
GLP-1R inv ag: inverse agonists of human GLP-1 receptor; HEK293 GLP-1R CRE-luciferase, luminescence, 24 h; GLP-1R form is constitutively active; Potency, µM (top dose mostly 38.3 µM), without a hit: top-dose activity change, negative = inhibition, actives largely listed as inhibitors; 1.6% of 410,000 active; further: potency means the concentration at half of the fitted maximal effect; on the % scale 0 is the no-effect control and ±100 the full control effect; nearly all actives have a fitted effect of over 55% in size
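Using stably transfected HEK293 (constitutively active GLP-1R, cAMP-luciferase reporter), compounds were incubated 24 hr and luciferase measured by luminescence.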
GLP1R ag: agonists of human GLP-1 receptor; P43220; HEK293 GLP-1R CRE-luciferase, luminescence, 4-6 h; cells express a hypersensitive GLP-1R form; Potency, µM (doses to about 45.6 µM), for the others: top-dose activation, most hits filed as activators; 0.007% of 380,000 active; AID 624172; further: potency means the concentration at half of the fitted maximal effect; % of control where 0% means no effect
FUS suppressor: FUS proteinopathy suppression in yeast | S. cerevisiae FUS-expressing, growth rescue, OD600, 24 h | Potency, µM (top dose mostly 76.6 µM), without a hit: top-dose growth rescue (activation), most hits filed as activators | 0.24% of 390,000 active;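 further: potency means the concentration at half of the fitted maximal effect; plate controls were DMSO vehicle for no effect and reference control for full effect; nearly all actives have a fitted effect of over 55% in size; some results filed as inactive show a strong effect at the top dose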
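Restored growth of FUS-toxic S. cerevisiae, read as 600 nm absorbance after 24 h at 30C in galactose medium (starting OD 0.005). Controls CP55940 and DMSO.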
D3 antag: antagonists of human D3 dopamine receptor | P35462 | D3R cells, DiscoveRx beta-arrestin luminescence, antagonist mode; active compounds read low | max response, negative = inhibition, % | 2.5% of 360,000 active | AID 652054; in the data active means max response below about -50%; inconclusive means no clear call, values can overlap the other calls; further: on the % scale 0 is the no-effect control and ±100 the full control effect; mostly tested at two doses, the higher about 12 µM
Target sequence (P35462 whole entry, looked up): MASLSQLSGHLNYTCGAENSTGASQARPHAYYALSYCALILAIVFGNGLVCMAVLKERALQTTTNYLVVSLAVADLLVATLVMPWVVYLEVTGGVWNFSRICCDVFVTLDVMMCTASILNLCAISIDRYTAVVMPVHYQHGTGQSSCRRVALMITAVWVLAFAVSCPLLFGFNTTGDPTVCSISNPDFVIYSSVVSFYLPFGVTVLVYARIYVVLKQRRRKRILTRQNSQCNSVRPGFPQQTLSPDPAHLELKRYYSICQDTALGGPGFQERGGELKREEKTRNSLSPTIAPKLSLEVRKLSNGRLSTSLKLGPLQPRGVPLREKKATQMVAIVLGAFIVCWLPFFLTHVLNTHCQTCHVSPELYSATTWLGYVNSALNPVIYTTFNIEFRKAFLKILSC
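Cells plated overnight at 1500 cells/well, then exposed to library compounds with dopamine controls for 90 minutes at 37 degrees C. DiscoveRx reagent added for 30–60 minutes at room temperature; luminescence read, quantitative HTS format.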
TDP43 rescue: TDP-43 toxicity inhibition in yeast. TDP-43 expressing yeast growth rescue, BacTiter-Glo, 24 h. Potency, µM (doses to about 46.1 µM), without a hit: at the top dose growth rescue (activation), hits mostly activators. 1.8% of 410,000 active. AID 652104; further: potency means the concentration at half of the fitted maximal effect; % of control where 0% means no effect; nearly all actives have a fitted effect of over 50% in size
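Yeast expressing TDP-43 (pregrown in raffinose, seeded at OD600=0.02 in galactose medium) exposed to compounds 24 hr at 30 deg C. Growth read by BacTiter-Glo luminescence; rescue of toxicity appears as increased signal.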
PTHR1 ag: PTHR1 (human) receptor agonism. 0.075% of 410,000 active. HEK293 GP2 PTHR1 cells, GloSensor cAMP luminescence, 1 h. Q03431. Potency, µM (series often up to 115 µM), inactives show at the top dose activation, most hits filed as activators. AID 743266; further: potency means the concentration at half of the fitted maximal effect; nearly all actives have a fitted effect of over 55% in size; some results filed as inactive show a strong effect at the top dose; inactives centre near -15; many of its hits are not listed in these tables
Target sequence (Q03431 whole entry, looked up): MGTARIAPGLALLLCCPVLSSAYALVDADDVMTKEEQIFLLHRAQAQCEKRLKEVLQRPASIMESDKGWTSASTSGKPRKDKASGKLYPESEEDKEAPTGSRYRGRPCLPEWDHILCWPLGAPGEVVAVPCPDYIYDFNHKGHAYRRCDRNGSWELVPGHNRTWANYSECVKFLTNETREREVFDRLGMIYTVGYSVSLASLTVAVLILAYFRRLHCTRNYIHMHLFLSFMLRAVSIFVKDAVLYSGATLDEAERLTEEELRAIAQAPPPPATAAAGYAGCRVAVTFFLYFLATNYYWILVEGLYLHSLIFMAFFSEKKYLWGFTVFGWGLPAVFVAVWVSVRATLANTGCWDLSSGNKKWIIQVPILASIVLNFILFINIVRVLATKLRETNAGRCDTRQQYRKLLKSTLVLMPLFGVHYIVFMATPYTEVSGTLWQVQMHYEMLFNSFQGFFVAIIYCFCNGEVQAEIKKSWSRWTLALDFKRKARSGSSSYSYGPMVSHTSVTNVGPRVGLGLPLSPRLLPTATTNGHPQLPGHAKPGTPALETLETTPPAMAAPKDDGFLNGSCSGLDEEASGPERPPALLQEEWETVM
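HEK-293-derived GP2 cells expressing PTHR1 and a GloSensor cAMP reporter, 3,000/well, plated overnight, given luciferin plus IBMX (each 0.5 mM as added) for 1 h at 37 °C, then compound for 1 h at 37 °C. Luminescence was read after 15 min at room temperature.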
Akt phos inh: inhibitors of Akt phosphorylation; Neuro2A IGF-stimulated pAkt S473 HTRF, 20 min; active compounds read low; activity change, % for hits at 50 µM; 0.32% of 360,000 active; AID 651550; in the data active means activity change below about -80%; inconclusive means mostly about -51% to -80%; further: on the % scale 0 is the no-effect control and ±100 the full control effect
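Single-point screen (50 µM final compound) in Neuro2A cells stimulated 20 min with 6 nM IGF at 37 deg C. After lysis, Ser473-phosphorylated Akt read by HTRF (ex 330 nm, em 615/665 nm) as the 665/615 ratio.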
Abeta rescue: A-beta toxicity reversal in yeast; yeast expressing A-beta42, growth rescue, OD600, 48 h; response scale: 0% DMSO, 100% iron-clioquinol control; Potency, µM (doses to about 46.1 µM), for inactives: at the top dose growth rescue, usual class: activators; 0.063% of 410,000 active; AID 1347071; further: potency means the concentration at half of the fitted maximal effect; nearly all actives have a fitted effect of over 55% in size
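Growth rescue measured by 600 nm absorbance after 48 h yeast culture at 30 C with compound. Values normalized between DMSO and an equimolar ferric chloride plus clioquinol control.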
aSyn rescue: rescues yeast growth from alpha-synuclein toxicity | Yeast expressing alpha-synuclein, growth rescue, BacTiter-Glo, 24 h | Potency, µM (highest dose often 46.1 µM), without a hit: top-dose growth rescue (activation), most hits filed as activators | 0.14% of 370,000 active | AID 652106; further: potency means the concentration at half of the fitted maximal effect; % of control where 0% means no effect; nearly all actives have a fitted effect of over 65% in size
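Rescue of yeast growth: cells expressing toxic alpha-synuclein, induced in galactose at OD600 0.02, incubated with compound 24 h at 30 C. ATP luminescence quantified growth; inhibitors of toxicity appear as activators.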
* marks the source's active call; other numbers are inactive results; i = inactive; ? = inconclusive; nt = not tested or not shown; [ ] = dose if it differs, or a comment. Unless noted, the call rests on the fitted dose curve; in most records, active means well fitted curve in the direction sought with a large enough effect; inconclusive means small, poorly fitted or top-dose-only effect, or another doubt; inactive means no such curve, though single readings can be large; an effect the other way counts as inactive or inconclusive. An excerpt. The share of hits here may be higher or lower than overall.

molecule | GLP-1R inv ag | GLP1R ag | FUS suppressor | D3 antag | TDP43 rescue | PTHR1 ag | Akt phos inh | Abeta rescue | aSyn rescue
O=C(CSc1ncnc2ccccc12)c1ccco1 | 50%[activator] | -10% | 15% | 0 | ? | -33%[inhibitor] | i | 8% | 1%
CCCCn1nnnc1NCc1ccc(N2CCCC2)cc1 | ? | 12% | 28µM* | -11 | -1% | i | i | 13% | -3%
CCc1cc2ccc(C)cc2nc1SCC(=O)N1CCN(C(=O)c2ccco2)CC1 | -3% | 9% | nt | -1 | 14µM* | -3% | i | -21% | 4%
CC(C)[C@H](NC(=O)c1ccco1)C(=O)OCc1cc(=O)n2c(n1)sc1ccccc12 | 45%[activator] | 6% | 23% | 42 | -13% | -58% | i | 1% | 5%
COCC(=O)N(Cc1cc2ccc(C)cc2[nH]c1=O)c1ccc(C)cc1C | 5% | -15% | 2% | 3 | -5% | i | i | -1% | 4%
COc1ccc(OC(C)C(=O)N2CCCc3ccccc32)cc1 (configuration not stated) | -28% | 8% | 19% | -2 | 2% | i | i | -13% | -5%
Cn1cc(C(=O)C(F)(F)F)c2ccccc21 | 1% | -8% | -32% | 10 | 8% | -2% | i | 23% | 0%
Cc1cc(Cl)ccc1OC(C)C(=O)NN=C1CCCCCC1 (configuration not stated) | ? | 1% | 37% | -17 | -19% | 15% | i | -23% | -4%
CC(=C/c1ccccc1)/C=N/NC(=O)c1ccc2nc[nH]c2c1 | 5% | 2% | -21% | 5 | 7% | -29% | i | 9% | -9%
O=C(Nc1ccccc1Cl)c1cc(C2CCCN(C(=O)CCc3ccccc3)C2)on1 (configuration not stated) | -2% | ? | 40% | 5 | ? | -6% | i | -12% | 3%
Cc1ccc(S(=O)(=O)N2CCCCC2C(=O)N2CCN(C)CC2)cc1 (configuration not stated) | -2% | -8% | 4% | -17 | 15% | -1% | i | 9% | -11%
CCN(CC)CCN(C(=O)CCS(=O)(=O)c1ccccc1)c1nc2cc(C)cc(C)c2s1 | ? | -4% | 12% | -23 | -33%[inhibitor] | -75%[inhibitor] | i | -1% | 3%
Cc1nn(-c2ccccc2)c2sc(C(=O)NCCN3CCOCC3)cc12 | -21% | 12% | 3% | -71* | -3% | i | i | -11% | 9%
COCCN(Cc1cc2ccccc2[nH]c1=O)C(=O)c1ccccc1OC | -5% | -5% | 22% | 1 | -10% | i | i | 8% | -4%
Cc1cc(C)cc(N(CC(=O)NC2CCCC2)C(=O)CNC(=O)c2cccs2)c1 | -15% | 7% | 7% | -4 | -24% | 10% | i | -6% | 2%
O=C(c1ccccc1)c1cc[n+]([O-])cc1 | 7% | -6% | 12% | 11 | -7% | i | i | 20% | -1%
Cc1ccc(C(=O)Nc2ccc(OCc3ccccc3)cc2)cc1[N+](=O)[O-] | 8% | 8% | 14% | 27 | -7% | 11%[57.5 µM] | i | 23% | -1%
O=C(O)/C=C/C(=O)Nc1ccc(Cl)c(C(=O)O)c1 | -3% | -5% | -4% | 24 | 7% | i | i | -2% | 9%
COc1ccc(-c2nnc(CSc3nc4ccccc4c(=O)n3CC3CCCO3)o2)cc1OC (configuration not stated) | 15% | 16% | -15% | 6 | -4% | -19% | i | 2% | -9%
C[C@H](NC(=O)[C@@H]1Cc2ccccc2CN1)C(=O)NCC1CCCO1 (some centres not stated) | -19% | 3% | -21% | 2 | -5% | i | i | 10% | 2%
CCNc1nc2ccccc2[nH]1 | 1% | -3% | -17% | 17 | 7% | i | i | -4% | 5%
CC1=NN(C(=O)Cc2ccccc2)C(O)(c2ccccc2)C1 (configuration not stated) | -28% | 9% | -10% | -3 | 0% | i | i | -3% | -6%
Cc1ccc(NS(=O)(=O)c2cc(C(=O)Nc3cccc(N(C)S(C)(=O)=O)c3)ccc2C)c(C)c1 | ? | -5% | nt | 59 | 2% | -21% | i | 6% | -3%
Cc1cc(F)ccc1NC(=O)C1CCCN(c2nnc(-n3c(C)ccc3C)s2)C1 (configuration not stated) | -22% | nt | 11% | nt | 20% | -10% | nt | -4% | nt
CCOC(=O)c1ccc(CNC(=O)CCC(=O)O)cc1 | 2% | -2% | 15% | 4 | -2% | -2% | i | 2% | 0%
O=S(=O)(NC1CC2CCC1C2)c1ccc(Br)cc1 (configuration not stated) | ? | -1% | 13% | 3 | -1% | -24% | i | -59%[inhibitor] | -22%
CCc1cc(=O)oc2cc(OCC(=O)NCCCN3CCOCC3)c(Cl)cc12 | 19% | 6% | 7% | 8 | 11% | i | i | 3% | 1%
CCOC(=O)C1CC(=NO)c2ccc(OC)c(OC)c2C1 (configuration not stated) | 8% | 5% | 6% | -4 | 21% | i | i | -5% | -7%
C=CCC[C@@H](Cc1ccc(F)cc1)C(=O)OC[C@@H](Cc1c[nH]c2ccccc12)NC(=O)[C@H](CC=C)CC(=O)NCCO | -2% | -2% | ? | 0 | 24% | i | i | 2% | -2%
Cc1cccc(Nc2nc(-c3ccccn3)cs2)n1 | 0% | -24% | ? | -79* | ? | -63%[inhibitor][57.5 µM] | i | 0% | -16%
CC(=O)Nc1ccc(S(=O)(=O)NCCc2csc(C)n2)cc1 | 11% | -2% | 3% | -29 | -5% | -1%[57.5 µM] | i | -11% | -4%
CCOC(=O)N1CCN(Cc2nc3cc(NC(=O)C(C)C)ccc3n2C)CC1 | 43%[activator] | 0% | 23% | 9 | 10% | -22% | i | -3% | -7%
Cc1ccc(OCCNC(=O)CCc2nc3sc4c(c3c(=O)[nH]2)CCCC4)cc1 | -18% | 1% | 14% | 16 | -3% | -23% | i | -10% | 4%
CCOC(=O)c1c(NC(=O)c2c(-c3ccccc3)noc2C)sc(C)c1-c1ccccc1 | ? | -2% | 21% | 61 | -7% | i | i | -2% | -10%
CC1CN(C(=O)c2ccccc2Nc2ccc(SC(F)F)cc2)CC(C)O1 (configuration not stated) | 3% | 5% | 4% | 8 | 1% | i | i | -5% | 4%
CC(=O)OCc1cnc(C)c2oc(=O)c(C(=O)Nc3ccc(C)cc3Cl)cc12 | 12% | nt | -18% | nt | 0% | 1% | nt | -11% | nt
COc1ccc(CC(=O)N2CCCC2)c(OC)c1 | -1% | 6% | -14% | 9 | 2% | i | i | -6% | -5%
CCCCCOc1ccc(C(=O)CCN2CCOCC2)cc1 | 0% | 21% | 0% | 12 | 11% | -7% | i | -10% | -1%
COc1cccc(/C=N/NC(=O)CSc2nnc(C)n2-c2ccccc2)c1O | ? | -6% | 19% | 22 | 3% | i | i | 0% | 5%
CC(=O)N1CCCc2cc(S(=O)(=O)N(C)CC(=O)Nc3ccc(F)c(Cl)c3)ccc21 | -14% | nt | 22% | nt | 10% | -94%[inhibitor] | nt | -1% | nt
O=C1/C(=C\c2ccco2)SC(=S)N1C1CCS(=O)(=O)C1 (configuration not stated) | ? | -3% | 12% | -15 | 4% | -10% | i | -20% | -2%
COc1ccccc1N(C(=O)c1ccco1)C(C(=O)NC1CCCC1)c1ccc(N2CCOCC2)cc1 (configuration not stated) | 13% | 8% | 15% | 12 | -6% | -8% | i | 10% | 1%
O=C(c1ccc(F)cc1)N1CCN(C2=NS(=O)(=O)c3ccccc32)CC1 | 9% | 7% | -11% | 9 | -2% | i | i | -10% | 3%
CCOC(=O)N1CCN(C(=O)C[C@@H]2C[C@@]3(C(=O)OC)CC(C)(C)CC=C3N(Cc3ccccc3)C2=O)CC1 | ? | nt | ? | 15 | 24% | i | i | -4% | 2%
Cc1ccc(N=Cc2nc(-c3ccc(C)cc3)oc2O)cc1 | 6% | -6% | ? | 9 | -1% | i | i | -9% | -6%
COc1ccc(-c2nc3sc(CCNC(=O)Cc4ccc(F)cc4)c(C)n3n2)cc1 | 10% | nt | 6% | nt | ? | -84%[inhibitor] | nt | 8% | nt
Cc1noc(C)c1S(=O)(=O)N1CCC(Cc2ccccc2)CC1 | ? | -1% | 10% | -4 | 9% | i | i | ? | 1%
COC(=O)[C@]12CCCCC=C1N(CCc1ccc(OC)c(OC)c1)C(=O)[C@H](CC(=O)NCc1ccc(C)o1)C2 | 15% | nt | 23% | 0 | 10% | -3% | i | 2% | 1%
CCN(CC)c1ccc(NC(=O)CSc2nc3nc(C)cc(C)c3c(=O)[nH]2)cc1 | 73%[activator] | 20% | 5% | 4 | -2% | i | i | 2% | 0%
C=CCn1c(=O)c2c(nc3n2CC(C)CN3CCc2ccccc2)n(C)c1=O (configuration not stated) | 21% | 29% | 29% | 5 | 20% | -15% | i | nt | 13%

New compounds follow.
molecule | GLP-1R inv ag | GLP1R ag | FUS suppressor | D3 antag | TDP43 rescue | PTHR1 ag | Akt phos inh | Abeta rescue | aSyn rescue
O=C(O)Cn1c(-c2ccccc2)cc2ccccc21 | -10% | -2% | -1% | 1 | 29% | -17% | i | -1% | 1%
Cc1cc(C)cc(NC(=O)CSc2nc3ccccc3nc2N2CCCCC2)c1 | ? | -3% | -9% | 14 | 17% | i | i | 4% | -2%
CCC(=O)Nc1cc(-c2nn(CC(=O)N3CCCCC3)c(=O)c3ccccc23)ccc1N1CCOCC1 | 64%[activator] | 22% | 18% | -27 | -14% | i | i | 8% | 0%
CC(=O)C[C@H](O)CC(=O)[C@H]1OC(=O)[C@@H](C)C/C=C\Cc2ccccc21 | -5% | -6% | -9% | 29 | 16% | -26% | i | -4% | -1%
O=C(O)C(=Cc1ccccc1)Cc1ccccc1 | 5% | 0% | -12% | 3 | ? | i | i | 18% | -17%
O=C(NC1CCN(S(=O)(=O)c2ccc(F)cc2)CC1)c1cccc(F)c1 | 0% | 5% | -33% | 8 | 16% | i | i | 6% | 0%

D3 antag: entries above that show a hit.
| mol | GLP-1R inv ag | GLP1R ag | D3 antag | PTHR1 ag | Akt phos inh |
| --- | --- | --- | --- | --- | --- |
| Cc1nn(-c2ccccc2)c2sc(C(=O)NCCN3CCOCC3)cc12 | -21% | 12% | -71* | i | i |
| Cc1cccc(Nc2nc(-c3ccccn3)cs2)n1 | 0% | -24% | -79* | -63%[inhibitor][57.5 µM] | i |
